# Screening results from PubChem.
# STK33 inh: inhibitors of human STK33 kinase; AID 2322; ADP-Glo luminescence, MBP substrate; inhibition, % at 12.5 µM; 27,000 compounds, 0.44% hits; Q9BYT3; in the data active = inhibition above about 20%
# Target sequence (Q9BYT3 whole entry, looked up): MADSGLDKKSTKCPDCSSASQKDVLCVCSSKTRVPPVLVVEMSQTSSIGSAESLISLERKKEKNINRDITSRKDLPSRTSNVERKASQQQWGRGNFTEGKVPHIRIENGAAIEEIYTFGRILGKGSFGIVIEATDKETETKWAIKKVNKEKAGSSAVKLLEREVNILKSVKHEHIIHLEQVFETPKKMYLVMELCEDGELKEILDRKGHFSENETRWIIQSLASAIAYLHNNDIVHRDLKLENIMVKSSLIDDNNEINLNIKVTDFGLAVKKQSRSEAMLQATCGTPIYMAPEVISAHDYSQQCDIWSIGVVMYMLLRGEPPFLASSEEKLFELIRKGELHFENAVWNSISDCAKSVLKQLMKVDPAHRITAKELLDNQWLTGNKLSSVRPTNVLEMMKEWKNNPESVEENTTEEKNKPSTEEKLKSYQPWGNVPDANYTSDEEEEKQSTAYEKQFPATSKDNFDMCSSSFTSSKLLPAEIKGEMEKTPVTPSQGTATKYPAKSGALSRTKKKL
# mut p53 react: restores mutant p53 pathway signaling in SW480 cells | SW480 PUMA-promoter luciferase, p53 mutant reactivation | activation, % at 9.98 µM | 28,000 compounds, 1.5% hits; in the data active = activation above about 52%
# * hit, by the source's call; x = not tested or not shown. Some of the compounds tested, so the mix of outcomes need not match the whole.
molecule,STK33 inh,mut p53 react
C[C@@H]1CN([C@@H](C)CO)C(=O)c2cccc(NC(=O)Nc3ccc4c(c3)OCO4)c2O[C@@H]1CN(C)C(=O)Nc1ccc(C(F)(F)F)cc1,x,0
CNC[C@H]1Oc2ccc(NC(=O)CCN3CCOCC3)cc2CC(=O)N([C@H](C)CO)C[C@@H]1C,x,-3
NC(=O)NCC#Cc1ccc2c(c1)[C@]1(C(=O)N2)[C@H](c2ccc(OCCO)cc2)N2[C@H](c3ccccc3)[C@H](c3ccccc3)OC(=O)[C@H]2[C@@H]1C(=O)N1CCCCCCC1,17,x
O=C(Cn1c(-c2ccccn2)nc2ccccc21)NCCN1CCOCC1,-1,8
CC(C)(C)Cc1nc(C2(c3ccc(Cl)cc3Cl)CC2)no1,x,1
NC(=O)[C@]1(Cc2ccccc2)N=C(c2ccc(OCCCO)cc2)O[C@@H]1c1ccccc1,1,x
C[C@@H]1CN([C@H](C)CO)C(=O)Cc2cc(NC(=O)CCC(F)(F)F)ccc2O[C@@H]1CN(C)CC1CC1,4,x
COc1ccc(S(=O)(=O)N(C)C[C@H]2Oc3ccc(NC(=O)c4ccncc4)cc3CC(=O)N([C@@H](C)CO)C[C@@H]2C)cc1,2,x
Cc1ccc(S(=O)(=O)Nc2ccc3c(c2)C(=O)N([C@H](C)CO)C[C@H](C)[C@H](CN(C)C)OCCCC[C@@H](C)O3)cc1,2,x
C[C@@H]1CN([C@@H](C)CO)S(=O)(=O)c2ccc(Br)cc2O[C@@H]1CN(C)S(=O)(=O)c1ccc(F)cc1,x,-3

# The results go on:
molecule,STK33 inh,mut p53 react
C/C=C/c1ccc2c(c1)O[C@H](CN(C)C(=O)CC)[C@@H](C)CN([C@H](C)CO)S2(=O)=O,x,6
CCN(CC(=O)Nc1cccc(Cl)c1)S(=O)(=O)c1ccc(Br)cc1,-1,-7
C[C@@H]1CN([C@@H](C)CO)C(=O)c2cc(NC(=O)Nc3ccc4c(c3)OCO4)ccc2O[C@@H]1CN(C)Cc1ccc2c(c1)OCO2,0,x
Cc1c(Cl)cccc1NC(=O)CCN1C(=O)c2ccc([N+](=O)[O-])cc2C1=O,-2,-3
Cc1ccc(S(=O)(=O)Nc2ccc3c(c2)CC(=O)N([C@H](C)CO)C[C@@H](C)[C@H](CN(C)S(=O)(=O)c2ccc(F)cc2)O3)cc1,1,x
Cc1noc(C)c1NC(=O)N(C)C[C@@H]1Oc2ccc(NC(=O)Cc3ccccc3)cc2C(=O)N([C@H](C)CO)C[C@H]1C,x,-9
COc1ccc(S(=O)(=O)N(C)C[C@H]2Oc3c(NC(=O)C4CC4)cccc3C(=O)N([C@@H](C)CO)C[C@H]2C)cc1,x,3
Cc1noc(C)c1S(=O)(=O)Nc1ccc2c(c1)CC(=O)N([C@@H](C)CO)C[C@@H](C)[C@@H](CN(C)S(=O)(=O)c1ccc(Cl)cc1)O2,-1,x
Cc1cc([N+](=O)[O-])ccc1NC(=O)CSc1nnc(-c2ccccc2)o1,4,67*
C[C@H]1CN([C@@H](C)CO)C(=O)Cc2cc(NS(=O)(=O)c3ccc(F)cc3)ccc2O[C@@H]1CN(C)C(=O)NC1CCCCC1,-3,x

# (more compounds)
molecule,STK33 inh,mut p53 react
C/C=C/c1cnc2c(c1)C(=O)N([C@H](C)CO)C[C@@H](C)[C@@H](CN(C)C(=O)C1CCCCC1)O2,x,-5
Cc1noc(C)c1NC(=O)N(C)C[C@@H]1Oc2ccc(NC(=O)Cn3cnnn3)cc2CC(=O)N([C@H](C)CO)C[C@H]1C,1,x
C[C@@H]1CCCCO[C@H](CN(C)C(=O)c2ccccc2)[C@@H](C)CN([C@H](C)CO)C(=O)c2cc(NS(C)(=O)=O)ccc2O1,-1,2
c1ccc(OCc2nc3c4c5c(sc4ncn3n2)CCCC5)cc1,0,x
Cc1noc(C)c1S(=O)(=O)Nc1ccc2c(c1)CC(=O)N([C@H](C)CO)C[C@H](C)[C@H](CN(C)S(C)(=O)=O)O2,1,x
COC(=O)c1c(NC(=O)CC2Nc3cccc4cccc(c34)NC2=O)sc2c1CCCC2 (configuration not stated),7,-16
CCn1c(SCC(=O)Nc2ccc(Br)c(Cl)c2)nnc1-c1ccc(Cl)cc1,-1,-17
CNC[C@H]1Oc2ccc(NC(=O)Nc3ccccc3)cc2C(=O)N([C@@H](C)CO)C[C@@H]1C,0,x
CCOC(=O)c1cc(CC)sc1N1C(=O)CC(Sc2ncccc2C(=O)O)C1=O (configuration not stated),0,0
C[C@@H]1CN([C@H](C)CO)C(=O)c2cccc(NC(=O)c3ccncc3)c2O[C@H]1CN(C)Cc1ccc(Oc2ccccc2)cc1,x,-26

# Next part.
molecule,STK33 inh,mut p53 react
Cc1c(Cl)cccc1NC(=O)CSC1CC(=O)N(c2ccccc2)C1=O (configuration not stated),-5,-8
C[C@H](CO)N1C[C@H](C)[C@@H](CN(C)CC2CCCCC2)Oc2ccc(N(C)C)cc2CC1=O,x,-1
C[C@@H]1CCCCO[C@@H](CN(C)Cc2ccccc2)[C@@H](C)CN([C@H](C)CO)C(=O)c2cc(NC(=O)c3ccccc3)ccc2O1,-5,x
CCOC(=O)c1c(NC(=O)CSc2nnc(C)s2)sc(C)c1C,1,-12
C[C@H](CO)N1C[C@H](C)[C@@H](CN(C)Cc2ccncc2)Oc2c(NC(=O)c3nc4ccccc4s3)cccc2C1=O,x,0
O=C(CSc1nnc(-c2ccncc2)n1-c1ccccc1)Nc1ccnc2ccccc12,3,-18
CS(=O)(=O)N(CC(=O)Nc1ccccc1Sc1ccccc1)c1cccc(C(F)(F)F)c1,0,1
COc1ccc(-c2cnc3c(c2)C(=O)N([C@H](C)CO)C[C@H](C)[C@H](CN(C)Cc2cccc(C(F)(F)F)c2)O3)cc1,-1,x
COc1ccc(CCNC(=O)[C@@]2(Sc3ccc(C)cc3)CC(=O)N(C(C)C)[C@@H]2c2ccc(CO)cc2I)cc1,-5,x
Cc1ccccc1-c1cnc2c(c1)C(=O)N([C@H](C)CO)C[C@@H](C)[C@@H](CN(C)Cc1cccnc1)O2,x,13

# Following part.
molecule,STK33 inh,mut p53 react
O=C(CSc1nccc(=O)[nH]1)Nc1cccc(Br)c1,-1,-2
CNC[C@@H]1Oc2ccc(NC(=O)NC3CCCCC3)cc2C(=O)N([C@H](C)CO)C[C@@H]1C,x,1
Cc1noc(C)c1S(=O)(=O)Nc1ccc2c(c1)C(=O)N([C@@H](C)CO)C[C@@H](C)[C@H](CN(C)C)O2,x,7
CNc1cc2ncnc(Nc3cccc(Br)c3)c2cc1N,3,3
C[C@@H]1CC[C@]2(C(=O)O)CC[C@]3(C)C(=CCC4[C@@]5(C)CC[C@H](O)[C@](C)(C(=O)O)C5CC[C@]43C)C2[C@]1(C)O (some centres not stated),-4,12
C[C@H](CO)N1C[C@H](C)[C@H](CN(C)Cc2cccc3c2OCCCO3)OCc2cnnn2CCCC1=O,-1,x
O=C(CN1C(=O)CSc2ccccc21)Nc1ccccc1C(=O)N1CCOCC1,-1,-9
C/C=C/c1ccc2c(c1)O[C@H](CN(C)C(=O)Nc1ccc(F)cc1)[C@H](C)CN([C@@H](C)CO)S2(=O)=O,x,-5
CC1OC(OC2C(O)C(C)OC(OCC3OC(OC4C(C)OC(Oc5cc(O)c6c(=O)c(O)c(-c7ccc(O)c(O)c7)oc6c5)C(O)C4O)C(O)C(O)C3OC(=O)/C=C/c3ccc(O)cc3)C2O)C(O)C(O)C1O (configuration not stated),1,8
COc1ccc(F)cc1S(=O)(=O)Nc1ccncc1,-4,-2

# Carrying on.
molecule,STK33 inh,mut p53 react
C[C@H]1CN([C@@H](C)CO)C(=O)Cc2cc(NC(=O)C3CCCCC3)ccc2O[C@H]1CN(C)C(=O)Nc1ccc(F)cc1,-1,x
Cc1ccc(S(=O)(=O)Nc2ccc3c(c2)C(=O)N([C@H](C)CO)C[C@H](C)[C@@H](CN(C)C(=O)c2ccccc2)OCCCC[C@@H](C)O3)cc1,-4,-1
COc1ccc(-c2cc(=O)c3c(O)cc(O[C@H]4O[C@H](CO[C@@H]5O[C@@H](C)[C@H](O)[C@@H](O)[C@H]5O)[C@@H](O)[C@H](O)[C@H]4O)cc3o2)cc1,-1,x
C[C@H]1CN([C@@H](C)CO)C(=O)Cc2cc(NS(=O)(=O)c3cccs3)ccc2O[C@H]1CN(C)S(=O)(=O)c1ccc(Cl)cc1,0,2
COCC#Cc1ccc2c(c1)O[C@@H](CN(C)CC1CCOCC1)[C@H](C)CN([C@@H](C)CO)S2(=O)=O,x,-12
C[C@@H]1CCCCO[C@@H](CN(C)S(=O)(=O)c2ccc(F)cc2)[C@@H](C)CN([C@H](C)CO)C(=O)c2cc(NS(C)(=O)=O)ccc2O1,-1,x
COc1ccccc1NC(=O)N(C)C[C@H]1Oc2ncc(Br)cc2C(=O)N([C@@H](C)CO)C[C@H]1C,x,9
C[C@@H]1CCCCO[C@H](CN(C)C(=O)CCC(F)(F)F)[C@@H](C)CN([C@H](C)CO)C(=O)c2cc(NC(=O)c3ccncc3)ccc2O1,-5,-3
Cc1noc(C)c1S(=O)(=O)Nc1cccc2c1O[C@H](CN(C)C(=O)Nc1ccc(C(F)(F)F)cc1)[C@H](C)CN([C@H](C)CO)C2=O,x,5
CC1(C)CC[C@]2(C(=O)OC3OC(CO)C(OC4OC(CO)C(O)C(O)C4O)C(O)C3O)CC[C@]3(C)C(=CCC4[C@@]5(C)CC[C@H](OC6OC(C(=O)O)C(O)C(O)C6O)C(CO)(CO)C5CC[C@]43C)[C@@H]2C1 (some centres not stated),0,-4

# (further entries)
molecule,STK33 inh,mut p53 react
COC(=O)c1ccccc1NC(=O)NC(C)c1cc(OC)ccc1OC (configuration not stated),3,-7
COc1cc(Cc2cc(OC)c(C)cc2OC)c(OC)cc1C,0,x
Cc1ccc(S(=O)(=O)Nc2ccc3c(c2)CC(=O)N([C@@H](C)CO)C[C@H](C)[C@H](CN(C)Cc2ccc(Oc4ccccc4)cc2)O3)cc1,7,x
C[C@@H]1CN([C@@H](C)CO)C(=O)c2cc(NC(=O)NC3CCCCC3)ccc2O[C@@H]1CN(C)C(=O)NC1CCCCC1,-4,-6
COc1ccc(NC(=O)Nc2cccc3c2O[C@H](CN(C)S(=O)(=O)c2ccccc2)[C@H](C)CN([C@@H](C)CO)C3=O)cc1,x,22
C[C@@H]1CCCCO[C@H](CN(C)S(=O)(=O)c2ccccc2)[C@@H](C)CN([C@H](C)CO)C(=O)c2cc(NC(=O)CCCN(C)C)ccc2O1,x,2
O=C(CSc1ncnc2sc3c(c12)CCCC3)Nc1ccc(F)c(Cl)c1,-3,0
C[C@@H]1CCCCO[C@@H](CN(C)C)[C@@H](C)CN([C@@H](C)CO)C(=O)c2cc(NC(=O)Nc3cccc4ccccc34)ccc2O1,x,1
O=C(CCn1cnc2ccccc2c1=O)Nc1cccc(C(F)(F)F)c1,-2,25
C[C@@H]1CN([C@H](C)CO)C(=O)c2cc(NC(=O)CCN3CCOCC3)ccc2O[C@H]1CN(C)Cc1ccc(C(F)(F)F)cc1,x,4

# Carrying on:
molecule,STK33 inh,mut p53 react
CCn1cc(C(C)NC(=S)Nc2cccc([N+](=O)[O-])c2)c(C)n1 (configuration not stated),-1,-2
O=C(CCSc1nc(-c2ccco2)cc(C(F)(F)F)n1)NCCc1ccccc1,x,43
O=C(CSc1nnnn1-c1ccccc1Cl)Nc1ccc(Br)cc1,-4,19
Cc1noc(C)c1S(=O)(=O)N(C)C[C@H]1OCCCC[C@@H](C)Oc2ccc(NS(=O)(=O)c3ccc(F)cc3)cc2C(=O)N([C@H](C)CO)C[C@@H]1C,2,x
Cc1noc(C)c1NC(=O)Nc1ccc2c(c1)C(=O)N([C@H](C)CO)C[C@@H](C)[C@H](CN(C)C)O2,x,-3
Clc1ccc(Cn2c(/N=C/c3ccc4c(c3)OCO4)nc3ccccc32)cc1,x,-14
O=C(Nc1ccccc1C(=O)NCC1CCCO1)c1ccco1 (configuration not stated),-1,-5
C[C@H]1CN([C@@H](C)CO)C(=O)Cc2cc(NS(C)(=O)=O)ccc2O[C@@H]1CN(C)Cc1ccc(Cl)c(Cl)c1,-2,x
NC(=O)[C@H]1[C@@H]2C(=O)O[C@@H](c3ccccc3)[C@@H](c3ccccc3)N2[C@@H](c2ccc(OCCO)cc2)[C@]12C(=O)Nc1ccc(C#CC3=CCCCC3)cc12,10,x
Cc1cc(C)c(OCC(=O)Nc2ccccc2C#N)c(Br)c1,-6,1

# Four of these compounds, reformatted.
O=C(CCSc1nc(-c2ccco2)cc(C(F)(F)F)n1)NCCc1ccccc1
  STK33 inh: x; mut p53 react: 43
Cc1cc(C)c(OCC(=O)Nc2ccccc2C#N)c(Br)c1
  STK33 inh: -6; mut p53 react: 1
O=C(Nc1ccccc1C(=O)NCC1CCCO1)c1ccco1 (configuration not stated)
  STK33 inh: -1; mut p53 react: -5
O=C(CSc1nnnn1-c1ccccc1Cl)Nc1ccc(Br)cc1
  STK33 inh: -4; mut p53 react: 19

# Quoted at random: 2 records from the list.
molecule,STK33 inh,mut p53 react
Clc1ccc(Cn2c(/N=C/c3ccc4c(c3)OCO4)nc3ccccc32)cc1,x,-14
Cc1noc(C)c1NC(=O)Nc1ccc2c(c1)C(=O)N([C@H](C)CO)C[C@@H](C)[C@H](CN(C)C)O2,x,-3

# Further compounds.
molecule,STK33 inh,mut p53 react
Cc1cc(C(=O)O)ccc1NC(=O)CCCC(=O)O,-3,5
COC(=O)c1ccccc1NC(=O)CSc1nccc(C)n1,1,-4
Cc1ccc(S(=O)(=O)Nc2ccc3c(c2)C(=O)N([C@H](C)CO)C[C@@H](C)[C@H](CN(C)S(C)(=O)=O)O3)cc1,x,1
CCSc1ncc(Cl)c(C(=O)Nc2nnc(SCc3ccccc3F)s2)n1,-5,-8
COc1cccc(C2Nc3cccc4cccc(c34)N2)c1O,x,41
